MEKK2wt PB1 HTS: raises or lowers MEK5 binding to wildtype human MEKK2 PB1 domain; Q9Y2U5; bead flow cytometry, Alexa488-MEK5 binding to MEKK2 WT; actives lie on both sides; binding response (% of control), % at 10 µM; 1.1% of 290,000 active; AID 1531; in the data active means binding response below about 67% or above about 130%
MEKK2mut PB1 HTS: signal of MEK5 binding to mutant human MEKK2 PB1 domain; bead flow cytometry, Alexa488-MEK5 binding to MEKK2 mutant; percent response, % at 10 µM; 0.35% of 290,000 active; AID 1530; in the data active means percent response above about 24%, passing the limit was not always enough; further: inactives centre near 1; some results filed as inactive read as strong as hits; reference of the scale not given here
MEKK3 PB1 HTS: modulators (inhibitors or enhancers) of MEK5 binding to human MEKK3 PB1 domain | Q99759 | bead-based flow cytometry, Alexa488-MEK5 binding to MEKK3; actives lie on both sides; 0 = blocked by unlabeled MEK5, 100 = vehicle | binding response (% of control), % at 10 µM | 1.4% of 290,000 active | AID 1529;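 active means binding response more than 3 SD above or below the average of its plate-row segment, actives on both sides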;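 further: Alexa488 bead fluorescence after subtracting the streptavidin-only scavenger bead signal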
Target sequence (Q99759 whole entry, looked up, the tested form may be a part): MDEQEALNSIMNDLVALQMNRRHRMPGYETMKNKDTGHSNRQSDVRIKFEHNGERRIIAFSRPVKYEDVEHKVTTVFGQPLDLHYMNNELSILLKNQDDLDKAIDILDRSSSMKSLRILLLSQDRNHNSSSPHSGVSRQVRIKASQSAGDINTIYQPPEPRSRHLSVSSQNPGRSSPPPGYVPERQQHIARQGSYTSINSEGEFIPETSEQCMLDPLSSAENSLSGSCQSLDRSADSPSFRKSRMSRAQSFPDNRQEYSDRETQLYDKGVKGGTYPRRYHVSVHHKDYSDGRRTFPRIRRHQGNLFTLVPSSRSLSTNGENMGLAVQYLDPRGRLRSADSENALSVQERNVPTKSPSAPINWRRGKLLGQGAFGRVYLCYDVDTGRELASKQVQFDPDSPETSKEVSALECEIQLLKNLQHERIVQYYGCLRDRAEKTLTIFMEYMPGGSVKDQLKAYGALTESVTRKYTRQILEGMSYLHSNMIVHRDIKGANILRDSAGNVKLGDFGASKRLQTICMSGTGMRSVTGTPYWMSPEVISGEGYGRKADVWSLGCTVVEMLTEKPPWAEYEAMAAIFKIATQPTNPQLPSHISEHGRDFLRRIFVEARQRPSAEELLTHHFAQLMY
NALP1 yeast inh: blocks the NALP1 inflammasome reconstituted in yeast; 0.61% of 280,000 active; S. cerevisiae NALP1/ASC/caspase-1 growth, X-gal OD620, 72 h; inhibition, % at 10 µM; in the data active means inhibition mostly above about 24%, no sharp cut-off; inactive means mostly below about 32%; further: some compounds called inactive have numbers as strong as hits
OXTR agonist: human OXTR agonism; 0.32% of 320,000 active; CHO-OTR cells, Fluo-8 calcium fluorescence; normalized: DMSO 0%, oxytocin 100%; P30559; activation, % at 3 µM;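 active means activation above the mean of all tested compounds plus 3 SD, cutoff set per screening run, cut at about 20% in these data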;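 further: peak over basal fluorescence ratio from a 100 s FLIPR kinetic read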
Target sequence (P30559 whole entry, looked up): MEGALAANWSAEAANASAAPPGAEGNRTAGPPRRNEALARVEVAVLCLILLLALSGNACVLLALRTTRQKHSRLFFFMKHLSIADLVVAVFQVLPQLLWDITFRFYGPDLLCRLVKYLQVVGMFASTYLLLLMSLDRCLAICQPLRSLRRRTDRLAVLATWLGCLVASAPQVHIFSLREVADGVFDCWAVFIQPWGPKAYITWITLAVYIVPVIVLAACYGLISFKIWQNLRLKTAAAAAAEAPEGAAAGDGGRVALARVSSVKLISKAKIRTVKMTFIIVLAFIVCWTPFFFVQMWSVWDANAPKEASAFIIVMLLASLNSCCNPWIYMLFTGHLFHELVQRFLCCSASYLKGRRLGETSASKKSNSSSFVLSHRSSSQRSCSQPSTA
PHOSPHO1 inh: inhibitors of human PHOSPHO1 phosphatase; inhibition, % at 13.3 µM; recombinant PHOSPHO1, absorbance phosphatase assay; AID 1565; 1.1% of 290,000 active; in the data active means inhibition above about 60%
GalR3 antag: human GalR3 antagonism; O60755; HEK293 GalR3-CNG cAMP membrane potential fluorescence; galR3 body fused to GalR1 C-terminus; inhibition, % at 3 µM; 0.44% of 360,000 active; AID 651719;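 active means inhibition above the screen-wide average plus 3 SD, cut at about 13% in these data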;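 further: forskolin and galanin both at EC90 stimulate the cells; cAMP rise reported by CNG channel membrane potential dye signal; 0% = forskolin plus galanin with DMSO and 100% = forskolin alone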
GPR7 antagonist: antagonists of human GPR7 (neuropeptides B/W receptor 1); P48145; GPR7-expressing cells, fluorescence antagonist assay; inhibition, % at 4.4 µM; 1.1% of 290,000 active; in the data active means inhibition above about 16%, passing the limit was not always enough;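 further: cells stimulated with the agonist NPW; 0% = agonist with vehicle and 100% = vehicle without agonist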
V1R ag counter: V1a receptor agonism, counter-screen for OXTR agonists; AID 2797; 0.25% of 320,000 active; CHO-V1R cells, Fluo-8 calcium fluorescence, agonist mode; 0% DMSO, 100% 3 nM vasopressin; activation, % at 3 µM;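 active means activation above the mean activation of all tested compounds plus 3 SD, per screening run, cut at about 20% in these data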;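 further: signal is peak over basal fluorescence ratio across a 100 second FLIPR read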
* = called active by the depositor; x = not tested or not shown.

SMILES | MEKK2wt PB1 HTS | MEKK2mut PB1 HTS | MEKK3 PB1 HTS | NALP1 yeast inh | OXTR agonist | PHOSPHO1 inh | GalR3 antag | GPR7 antagonist | V1R ag counter
COc1ccc(N(CC(=O)Nc2cc(OC)ccc2OC)S(=O)(=O)c2c(C)noc2C)cc1 | 98 | 2 | 103 | -11 | -0.9 | 44 | -7 | -5 | -0.6
CCc1cc2c(SCc3ccc(C(=O)OC)o3)ncnc2s1 | 98 | -2 | 104 | -2 | -1.4 | 24 | -9 | 18 | 0.4
O=C(NCc1ccc(F)cc1)c1cnc2sccn2c1=O | 109 | 8 | 105 | x | 0.2 | -4 | -4 | x | 1.0
CCc1ccccc1NC(=O)CCS(=O)(=O)c1ccc(Br)cc1 | 100 | -3 | 98 | 12 | 0.2 | 14 | -5 | -6 | 6.0
CCOC(=O)C1CCN(Cc2ccc(O)c(OC)c2)CC1 | 110 | -6 | 105 | 11 | 0.7 | 9 | -2 | -3 | 1.7
Cn1cccc1C(=O)OCc1csc(-c2ccccc2)n1 | 96 | -3 | 100 | 5 | -1.8 | 100* | -2 | 0 | -0.8
CCOC(=O)c1nnn(CC(=O)N2N=C(c3cc(C)ccc3C)CC2c2ccc(OC)cc2)c1C(=O)OCC (configuration not stated) | 100 | -1 | 96 | 24 | 1.3 | -2 | -4 | 0 | 2.0
CC1CN(C(=S)c2cccc([N+](=O)[O-])c2)CC(C)O1 (configuration not stated) | 98 | 2 | 102 | 10 | -1.0 | -11 | x | -1 | -0.1
CN(C)N(Cc1ccccc1)C(=O)C(O)(c1ccccc1)c1ccccc1 | 100 | -3 | 98 | 18 | x | x | 2 | 10 | x
COc1ccc(CN(CC2CCCO2)S(=O)(=O)c2ccc(C(=O)O)cc2)cc1OC (configuration not stated) | 102 | 2 | 102 | 22 | -0.6 | 97* | -1 | -16 | 0.6
O=S(=O)(c1ccc(F)c(F)c1)N1CCN(Cc2ccc3c(c2)OCO3)CC1 | 116 | 15 | 116 | 22 | -2.3 | -18 | 2 | 8 | -0.1
CC(C)(C)OC(=O)NCCc1nnc(SCc2ccc(Cl)cc2)o1 | 102 | -1 | 101 | 12 | -1.5 | 22 | 4 | 17 | -0.9
CC(C)(C)OC(=O)N[C@@H](COCc1ccccc1)C(=O)N[C@@H](CO)[C@H](O)[C@@H]1C[C@@H]1C(=O)NC1CCCCC1 | 92 | -5 | 99 | 9 | -1.1 | -13 | -5 | 9 | -0.5
CC1CCN(Cc2nnc(-c3cccc(Br)c3)o2)CC1 | 106 | 4 | 106 | 8 | 0.0 | 28 | -10 | 1 | 0.3
COc1ccc(C(=O)CSc2nccc(=O)[nH]2)cc1 | 94 | -4 | 96 | x | -0.2 | -2 | 1 | -9 | -1.4
Cc1noc(C)c1S(=O)(=O)N(CC(=O)NCCc1ccccc1)c1ccc(C(C)C)cc1 | 96 | -2 | 95 | -6 | -2.3 | 44 | -6 | -3 | 0.0
CC(=O)C(Cc1ccccc1)(Cc1ccccc1)C(C)=O | 106 | 1 | 101 | -6 | -2.4 | 29 | -7 | -13 | -1.2
Cc1ccc(NC(=O)C2C3C=CC4(O3)C2C(=O)N(CCCN2CCCCC2)C4C(=O)NC2CCCCC2)cc1C (configuration not stated) | 106 | 0 | 103 | 16 | 0.1 | 2 | -8 | -9 | 0.7
Cc1ccc(C(C)C)c(OCCNC(=O)c2cncc(Br)c2)c1 | 98 | 5 | 100 | 7 | -2.0 | 23 | -7 | 1 | -0.3
Cc1sc2nc3n(c(=O)c2c1C)CCCCC3 | 92 | 2 | 78 | 1 | -1.3 | -51 | 0 | -5 | -1.2
Cc1cc(C(=O)OCC(=O)NCc2cccs2)c2ccccc2n1 | 86 | -10 | 100 | 12 | 5.8 | 20 | -6 | -10 | 2.6
CC1(C)CC(=O)C2=C(C1)OC(N)=C(C#N)C2c1ccccc1OC(=O)N1CCOCC1 (configuration not stated) | 99 | 1 | 99 | 3 | 0.5 | 46 | -3 | -9 | 0.2
CC(OC(=O)CCc1nc2ccccc2c(=O)[nH]1)C(=O)c1ccc(C(C)(C)C)cc1 (configuration not stated) | 92 | -2 | 94 | 32 | 14 | -13 | 3 | -3 | 12
Cc1cc(C)n2nc(SCc3cccc(S(=O)(=O)N(C)C)c3)nc2n1 | 103 | 3 | 104 | -10 | 18 | 31 | -8 | -10 | 11
Cc1ccc(C(=O)N2CCN(c3ccc(NC(=O)COc4ccccc4C)cc3)CC2)cc1 | 101 | -2 | 102 | 1 | 1.2 | 47 | -12 | -18 | 3.1

As entered above.
COc1ccc(CN(CC2CCCO2)S(=O)(=O)c2ccc(C(=O)O)cc2)cc1OC (configuration not stated) in V1R ag counter: 0.6
Cc1cc(C)n2nc(SCc3cccc(S(=O)(=O)N(C)C)c3)nc2n1 in V1R ag counter: 11
CC(=O)C(Cc1ccccc1)(Cc1ccccc1)C(C)=O in OXTR agonist: -2.4

Results in GPR7 antagonist and MEKK2mut PB1 HTS (2 entries from above):
SMILES | GPR7 antagonist | MEKK2mut PB1 HTS
CC1CN(C(=S)c2cccc([N+](=O)[O-])c2)CC(C)O1 (configuration not stated) | -1 | 2
CC1(C)CC(=O)C2=C(C1)OC(N)=C(C#N)C2c1ccccc1OC(=O)N1CCOCC1 (configuration not stated) | -9 | 1

Additional entries
SMILES | MEKK2wt PB1 HTS | MEKK2mut PB1 HTS | MEKK3 PB1 HTS | NALP1 yeast inh | OXTR agonist | PHOSPHO1 inh | GalR3 antag | GPR7 antagonist | V1R ag counter
COc1cccc(/C=N/NC(=O)CSc2nnc(C)n2-c2ccccc2)c1O | x | x | x | 12 | -1.3 | 26 | -2 | -4 | 2.7
CC(C)(C)c1ccc(OCc2ccc(C(=O)N/N=C3\CC4CC=CC34)cc2)cc1 (configuration not stated) | 89 | -1 | 118 | x | 0.4 | 12 | -8 | -12 | 0.3
NC(=O)CNc1ncc(C(F)(F)F)cc1Cl | 93 | -1 | 92 | 0 | 1.2 | 12 | -2 | 5 | 0.9
COc1ccc(N2CC(C(=O)NC3CC(C)(C)NC(C)(C)C3)CC2=O)cc1 (configuration not stated) | 93 | -1 | 95 | -15 | 0.2 | -7 | 1 | -3 | -0.5
CCN(CC)Cc1c(-c2ccccc2)[nH]c2ccc(C)cc2c1=O | 100 | -3 | 99 | 1 | -1.2 | 10 | -4 | 14 | -0.6
COc1cc(CNc2ccccc2Oc2cc(=O)n(C)c(=O)n2C)cc(OC)c1OC | 98 | 2 | 101 | 3 | 0.9 | 23 | -4 | 37* | -0.3
Cc1cc(NC(=O)CSc2nc3ccccc3n2CC(=O)N2CCC(C)CC2)no1 | 104 | 3 | 107 | -96 | -0.5 | 4 | -3 | -8 | 0.6
CN1CC[C@@]2([C@@]34CCN(C)C3Nc3ccccc34)c3ccccc3NC12 (some centres not stated) | 103 | 1 | 100 | x | 1.0 | x | -3 | x | 0.2
COc1ccc(S(=O)(=O)NCC2CCCO2)cc1C(=O)O (configuration not stated) | 102 | -1 | 100 | 27 | -1.1 | -2 | -4 | 12 | 1.5
Cc1nn(S(=O)(=O)c2ccc([N+](=O)[O-])cc2)c(C)c1Sc1ccccc1 | 109 | 7 | 110 | x | -1.0 | x | -7 | 2 | 0.8
COc1ccc(CCC(=O)Nc2cc(S(C)(=O)=O)ccc2Cl)cc1 | 100 | -4 | 100 | -15 | -0.4 | 24 | x | -6 | 2.3
NS(=O)(=O)c1ccc(CNC(=O)Cc2ccsc2)cc1 | 104 | 5 | 101 | 17 | 0.3 | 35 | 2 | -2 | 0.9
Cc1cccc(C)c1OCCCN1CCOCC1 | 111 | 14 | 107 | 30 | -0.7 | 33 | x | 4 | 0.5
CS(=O)(=O)c1sc(C#N)c2c1C(=O)CC(c1ccccc1)C2 (configuration not stated) | 104 | 1 | 100 | -12 | 0.6 | 55 | -1 | 75* | 1.8
COc1ccc2c(c1)c1nnc(SCC(=O)N3CCCCC3C)nc1n2C (configuration not stated) | 108 | 2 | 104 | -16 | x | 4 | 1 | -1 | x
O=S(=O)(Oc1ccccc1N1CCCCC1)c1ccccc1 | 100 | -1 | 98 | -8 | -3.4 | 3 | -1 | -20 | 0.4
CCc1ccc(N(C(=O)c2csnn2)C(C(=O)NCc2ccccc2)c2ccco2)cc1 (configuration not stated) | 93 | -3 | 100 | 11 | -3.0 | -4 | -6 | 3 | -0.8
CC(C)CC(=O)C1CCCN(C(=O)c2ccc3oc(Cc4ccccc4)nc3c2)C1 (configuration not stated) | 102 | 3 | 103 | -2 | -1.2 | 43 | -5 | -15 | 2.7
O=C(Cc1ccccc1)NC(=S)Nc1cc(C(F)(F)F)ccc1Cl | 101 | 5 | 103 | 5 | 1.3 | 46 | -3 | 7 | 12
COc1ccc(OC2C(=O)N(CCc3ccc(OC)c(OC)c3)C2c2ccc3c(c2)OCO3)cc1 (configuration not stated) | 101 | 9 | 104 | 29 | -2.1 | -6 | 0 | 3 | -0.3
CC(C)(C)NC(=O)C(c1ccco1)N(Cc1ccc2c(c1)OCO2)C(=O)Cn1nnc2ccccc21 (configuration not stated) | 92 | -4 | 90 | -5 | -0.7 | -22 | 1 | -4 | -0.3
COc1ccccc1OCC(=O)Nc1ccc2c(c1)OCO2 | 103 | 0 | 100 | 24 | -0.1 | 19 | -9 | 0 | -0.4
CCCCOc1ccccc1P(=O)(O)CP(=O)(c1ccccc1)c1ccccc1 | 106 | 9 | 105 | 6 | 1.2 | 43 | -3 | 5 | 0.5
CCC(C)NC(=O)CN1C(=O)c2cccc3cccc1c23 (configuration not stated) | 100 | 5 | 102 | -1 | x | 44 | 1 | -17 | x
COc1cc(-c2nc(-c3cccc(C(F)(F)F)c3)no2)cc(OC)c1OC | 106 | 5 | 106 | x | -0.6 | 13 | -6 | -7 | 0.6

Later entries.
SMILES | MEKK2wt PB1 HTS | MEKK2mut PB1 HTS | MEKK3 PB1 HTS | NALP1 yeast inh | OXTR agonist | PHOSPHO1 inh | GalR3 antag | GPR7 antagonist | V1R ag counter
O=C(Nc1ccccc1C(=O)N1CCCCC1)c1ccco1 | 101 | 1 | 95 | 15 | 0.4 | -7 | -6 | -11 | 0.7
CNC(=O)c1[nH]cnc1C(=O)NCC(=O)OCc1ccccc1 | 102 | -3 | 98 | 6 | 1.7 | -7 | 1 | -6 | 1.1
COc1ccc(-c2ccc3oc(-c4ccsc4)cc3c2)cc1 | 98 | -2 | 100 | x | -0.4 | x | -5 | x | -0.5
Cc1ccc(NC(=O)c2cc3c(s2)CCC3)cc1S(=O)(=O)N1CCOCC1 | 98 | -11 | 98 | 4 | -0.5 | 3 | -4 | -9 | 3.6
CCOC(=O)N1CCN(C(=O)c2ccc3c(=O)n(Cc4ccc(Cl)cc4)c(=S)[nH]c3c2)CC1 | x | x | x | 10 | -0.4 | 35 | -3 | -16 | 0.4
CCCC(=O)OCC(=O)Nc1ccc([N+](=O)[O-])cc1C#N | 96 | -10 | 96 | 4 | 0.2 | 3 | -2 | -4 | -0.4
COc1ccccc1OCC(=O)OCC(=O)NCCN1C(=O)CSC1=O | 100 | 5 | 104 | 12 | -0.3 | 0 | -5 | -4 | 2.2

Among those listed so far, three contain a cyano group.
SMILES | MEKK2wt PB1 HTS | MEKK2mut PB1 HTS | MEKK3 PB1 HTS | NALP1 yeast inh | OXTR agonist | PHOSPHO1 inh | GalR3 antag | GPR7 antagonist | V1R ag counter
CC1(C)CC(=O)C2=C(C1)OC(N)=C(C#N)C2c1ccccc1OC(=O)N1CCOCC1 (configuration not stated) | 99 | 1 | 99 | 3 | 0.5 | 46 | -3 | -9 | 0.2
CS(=O)(=O)c1sc(C#N)c2c1C(=O)CC(c1ccccc1)C2 (configuration not stated) | 104 | 1 | 100 | -12 | 0.6 | 55 | -1 | 75* | 1.8
CCCC(=O)OCC(=O)Nc1ccc([N+](=O)[O-])cc1C#N | 96 | -10 | 96 | 4 | 0.2 | 3 | -2 | -4 | -0.4
